# MT stabilizer: microtubule stabilization, imaging screen. % tubulin-high responders, % at 10 µM. HeLa tubulin immunostaining HCS, 24 h; share of cells brighter than vehicle mean+2SD. 0.83% of 200,000 active;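 active means plate Z-score above 3 for both tubulin-high and condensed-nucleus cell shares, with cell loss under 80%, at 10 µM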;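 further: anti alpha tubulin signal scored within the nucleus-defined area of each cell; some results filed as inactive read as strong as hits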
# Salmonella PhoP GFP: PhoP-dependent GFP reporter repression – Salmonella Typhimurium, primary screen (AID 1863); S. Typhimurium PhoP-regulated promoter GFP reporter, 4 h; higher % means a stronger effect; one-dose inhibition, % at 50 µM; IC50 in µM for titrated hits; 0.16% of 300,000 active;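 active means inhibition over 29.93%, a cutoff 3 SD above the screen mean, later confirmed by dose response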;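 further: 0% = low Mg2+ inducing control and 100% = high Mg2+ repressing control; strong numbers were not always called active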
# T cell HTS: T cell immune modulation candidate | 2C CD8+ T cell-vesicle binding, flow cytometry; stronger effect = lower value | calls only at 7 µM | 0.068% of 330,000 active;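 active means response, share of CD8 T cells binding vesicles, and their 90th percentile fluorescence all below set limits, cut at about 80% in these data, passing the limit was not always enough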
#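 Material: murine 2C transgenic CD8+ T lymphocytes / Also added: QL9-peptide-loaded Drosophila micro-vesicles bearing Ld, ICAM-1 and B7-1 / Schedule: binding step 1.5 h, 37 °C, antibody labelling 20 min, ice / Signal: flow cytometry, PE anti-B7-1 (FL2) versus Alexa647 anti-CD8 (FL8), PFA-fixed / Evaluation: percent CD8+ FL2 mean versus row control / Benchmarks: naked versus QL9-loaded vesicles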
# b-catenin transl: beta-catenin nuclear translocation modulation; nuclear translocation activity, % at 5 µM; 0.3% of 190,000 active; AID 1665; HeLa beta-catenin nuclear translocation, immunofluorescence imaging;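 active means nuclear translocation activity above 50% at 5 µM, with a well cell count of 50 or more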;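 further: per-cell ratio of nuclear to cytoplasmic median beta-catenin stain intensity; plate controls were DMSO negative control for no effect and GSK-3 inhibitor IX positive control for full effect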
#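 Test system: human HeLa cells, native beta-catenin. Compound dosing: 5 µM primary single dose, 0.1% DMSO, 0.02–20 µM confirmation series. Incubation: compound exposure 24 h at 37°C. Detection: beta-catenin immunostaining with DAPI counterstain, 20x imaging, 6 fields/well. Read-out basis: Nuclear/cytoplasmic beta-catenin signal ratio, % activation.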
# Hep lipid drop: modulators of hepatic lipid droplet formation; inhibition, % at 6.5 µM; AID 1656; AML12 mouse hepatocytes, oleate lipid droplets, BODIPY imaging; 0.4% of 240,000 active;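 active means lipid droplet intensity inhibited by at least 50%, with more than 500 cells counted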
#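 Assay system: AML12 mouse liver cells | Compound: 6.5 µM single-point dosing | Schedule: Overnight exposure | Technique: Fluorescence imaging, 20x objective, two fields per well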
# CSM14.1 death rescue: rescue of cells from ER stress-induced death, primary screen, 384-well, CSM14.1, thapsigargin, ATP luminescence (AID 1222); 190,000 tested, under 10 active; one-dose cellular ATP content (survival), % at 20 µM; EC50 in µM for titrated hits; CSM14.1 thapsigargin-induced death rescue, ATP luminescence; higher % means a stronger effect;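 active means EC50 below 50 µM in the dose-response confirmation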;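 further: death triggered by thapsigargin at about 15 µM added after 2 h compound pretreatment; cell ATP read after overnight thapsigargin exposure of roughly 18 to 22 hours; normalized against plate controls of thapsigargin alone and 5% DMSO vehicle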
# Insulin prom up: MIN6 insulin promoter up-regulation; MIN6 insulin promoter-GFP reporter, high-content imaging; stronger effect = higher value; z-score at 5 µM; 0.3% of 190,000 active;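 active means z-score above 3 at 5 µM with at least 500 cells counted in the well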
# Dynein cargo inh: blocks dynein driven cargo transport along microtubules. 0.47% of 220,000 active. AID 1381. z-score, hits read low. 3617.4 mouse cells, GR-EGFP nuclear translocation imaging; test concentration mostly 20 µM; stimulated with dexamethasone, 1 µM; stronger effect = lower value;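 active means plate z-score of nuclear minus cytoplasmic receptor signal below a set negative limit, without overly bright fluorescence or cell loss, cut at about -3.5 in these data, passing the limit was not always enough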;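 further: z-score of nuclear minus cytoplasmic ring GR-EGFP intensity difference per well; some compounds called inactive have numbers as strong as hits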
#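 Medium: Induction medium lacking tetracycline, stripped serum | Probe or stimulus: 1.0 µM final dexamethasone stimulus | Schedule: 48 h induction, then 1 h compound, then 30 min agonist, 37 °C | Signal: Automated 10x imaging of fixed Hoechst-stained cells | Evaluation: Per-cell GR-EGFP intensity, nucleus versus surrounding cytoplasmic ring, well-averaged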
# Autophagy HCS: alters autophagy in cells; 0.98% of 190,000 active; AID 463193; calls only at 10 µM (by protocol); MEF GFP-LC3 puncta imaging; test concentration mostly 10 µM;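 active means percentage of spot-positive cells more than 3 SD above its plate mean, without a fluorescence outlier flag or 80% toxicity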;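 further: spot-positive cell cutoff set from DMSO-treated cells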
# Dynein cargo inh cytoplasmic EGFP: recorded beside Dynein cargo inh, whose call it bears; z-score; measured here: cytoplasmic GR-EGFP intensity; stronger effect = higher value
# Dynein cargo inh nuclear GR-EGFP: further read-out of Dynein cargo inh, marked with its call; z-score; measured here: nuclear GR-EGFP intensity;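 lower value marks the stronger effect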
# Dynein cargo inh cell count: recorded beside Dynein cargo inh, whose call it bears; z-score; measured here: cell count per field
# Insulin prom up cell count: recorded beside Insulin prom up, whose call it bears; cell count; measured here: cytotoxicity, nuclei count;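 total cells summed across four imaged fields per well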
# Hep lipid drop cells 6.5 µM: further read-out of Hep lipid drop, marked with its call; cell count; measured here: cell count, cytotoxicity flag;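 cells counted across two imaged fields per well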
# b-catenin transl cell count 5 µM: recorded beside b-catenin transl, whose call it bears; cell count; measured here: cell count, cytotoxicity flag
# T cell HTS vesicle-bound %: further read-out of T cell HTS, marked with its call; double positive events, %; measured here: CD8+ vesicle-bound cell fraction;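 binding gate set so that unloaded-vesicle control wells show 10% double positive cells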
# MT stabilizer Hoechst-high %: second read-out of MT stabilizer, no call of its own (marks repeat the call); % Hoechst-high responders; measured here: nuclear condensation Hoechst responders;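 share of cells brighter than vehicle mean plus two SD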
# MT stabilizer cytotoxicity %: second read-out of MT stabilizer, no call of its own (marks repeat the call); toxicity, %; measured here: cytotoxicity by cell density;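 0% = mean cell density of plate MIN control wells and 100% = no cells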
# Autophagy HCS cell loss 18 h: recorded beside Autophagy HCS, whose call it bears; toxicity, %; measured here: cell loss, nuclei count;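 cell loss after 18 h compound exposure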
# * marks the source's active call; other numbers are inactive results; i = inactive; / = not tested or not shown.
SMILES,MT stabilizer,MT stabilizer Hoechst-high %,MT stabilizer cytotoxicity %,Salmonella PhoP GFP,T cell HTS,T cell HTS vesicle-bound %,b-catenin transl,b-catenin transl cell count 5 µM,Hep lipid drop,Hep lipid drop cells 6.5 µM,CSM14.1 death rescue,Insulin prom up,Insulin prom up cell count,Dynein cargo inh,Dynein cargo inh cytoplasmic EGFP,Dynein cargo inh nuclear GR-EGFP,Dynein cargo inh cell count,Autophagy HCS,Autophagy HCS cell loss 18 h
CSc1nc2ncc(C(=O)O)c(N)n2n1,3.2,2.2,3.3,6%,i,46,-1.2,1059,-2,706,/,0.53,1155,-0.65,-0.19,-0.38,0.84,i,-1
CC(C)c1cccc(C(C)C)c1NC(=O)c1ccccc1,4.0,1.8,7.3,-7%,i,45,-2.6,1069,-5,667,-0.3%,1.3,1589,-0.25,-0.15,0.088,0.43,i,-18
NC(=S)C1COc2ccccc2O1 (stereo unspecified),/,/,/,12%,i,21,-0.8,1354,1,684,/,-0.24,942,-1.1,-0.19,-0.21,0.8,/,/
CCOC(=O)/C(C#N)=C/c1c(N2CCN(Cc3ccc4c(c3)OCO4)CC2)nc2c(C)cccn2c1=O,/,/,/,-5%,i,48,-3.2,1153,-24,706,/,-0.28,1353,-0.26,-0.27,-0.2,0.34,/,/
CC(C)(CC(=O)O)CC(=O)NCc1c(Cl)cccc1Sc1ccc(Cl)cc1,/,/,/,-4%,i,42,-6.5,1106,4,652,/,0.21,1504,2,-0.19,0.93,-1.7,/,/
O=C(NCc1cccc(F)c1)C1CCN(C(=O)c2sccc2-n2cccc2)CC1,4.2,1.4,2.1,6%,i,61,1.7,1072,-6,676,4.5%,/,/,-0.55,-0.29,-0.19,0.74,i,22
O=C(CSc1nnnn1Cc1ccccc1)c1ccccc1F,2.8,2.8,11,4%,i,8,-0.7,1562,30,734,1.4%,-0.54,1516,-0.2,-0.21,-0.42,0.69,i,4
CC(C)c1ccc(/C=N/NC(=O)c2ccccc2Cl)cc1,23*,62*,32*,-1%,i,35,-1.0,1080,14,714,-2.7%,0.13,1212,-1.1,-0.2,-0.44,0.81,i,42
Cc1ccc2nsnc2c1S(=O)(=O)N1CCN(Cc2ccc3c(c2)OCO3)CC1,3.7,1.4,5.5,10%,i,23,1.4,1041,-9,686,-0.4%,/,/,0.25,-0.27,0.13,-0.21,i,-1
CS(=O)(=O)Nc1ccccc1NS(C)(=O)=O,/,/,/,-10%,i,34,-0.1,1325,-6,657,/,0.06,1069,0.4,-0.24,1.2,-0.52,/,/
Cn1c(=O)c2c(nc(NCc3ccccc3)n2CC(=O)NCc2ccccc2)n(C)c1=O,2.8,2.3,3.9,16%,i,38,2.9,1181,-1,774,-1.1%,0.13,1273,-1.1,-0.21,-0.73,1.1,i,0
COc1ccc2[nH]c(C)c(C(=O)CN(C)CC3OCCO3)c2c1,/,/,/,-2%,i,22,-0.3,1227,-1,684,/,0.3,991,-0.71,-0.63,-0.61,0.017,/,/
CSCc1c(C(=O)Nc2ccc(N3CCOCC3)cc2)oc2ccccc12,2.4,1.6,5.7,-3%,i,56,/,/,3,789,0.0%,1.3,815,-0.51,-0.21,-0.29,0.66,i,7
Cc1ccc(NC(=O)C(=O)NCC2OCCc3ccccc32)cc1 (stereo unspecified),1.5,1.6,6.2,/,i,33,0.7,888,0,725,-0.8%,0.18,1453,-0.041,0.16,0.28,0.53,i,-15
CC1=NC(=O)C(N=Nc2ccccc2C(=O)O)N1c1ccccc1 (stereo unspecified),0.8,2.4,8.2,-6%,/,/,0.0,1523,1,549,-5.0%,0.4,1292,1.2,-0.3,0.72,-0.47,i,-3
COC(=O)c1ccc(CSc2nc(N)cc(N)n2)cc1,1.4,1.6,5.6,8%,i,33,-0.9,1111,29,714,-3.2%,0.37,1938,-0.79,-0.28,-0.36,0.77,i,-2
COc1ccc(NC(=O)C2CCC(=O)N2S(=O)(=O)c2ccc(C)cc2)c(OC)c1 (stereo unspecified),2.8,0.4,28,-5%,i,33,-0.9,1032,-4,584,-2.9%,0.91,1803,-0.088,-0.18,0.33,-0.29,i,3
N#CC(C#N)C(c1ccsc1)c1c(-c2ccccc2)[nH][nH]c1=O (stereo unspecified),3.4,1.8,1.4,-2%,i,51,/,/,-13,686,-4.0%,-0.2,1343,0.44,-0.23,0.6,-0.38,i,2
CCOC(=O)N1CCC(NC(=O)Cn2cc3c(n2)CCCC3)CC1,3.3,2.6,8.6,4%,i,49,2.1,1093,8,342,-0.8%,-0.56,2015,-0.21,-0.21,-0.0096,0.38,i,5
CSc1ncccc1C(=O)N1CCCC(CCC(=O)NCc2ccccc2F)C1 (stereo unspecified),2.5,1.7,3.2,13%,i,58,0.3,956,-11,642,-1.1%,/,/,-0.77,-0.13,-0.52,-1.3,i,-9
CCOc1cc(S(=O)(=O)NCc2ccccn2)c(C)cc1C,2.5,1.6,6.0,12%,i,41,/,/,-19,744,-1.0%,0.43,935,-0.028,-0.28,0.41,1.2,i,0
CCOc1ccc(-c2nc(-c3ccc(OC)c(OC)c3)no2)cc1OCC,1.8,2.0,2.1,-16%,/,/,/,/,7,669,0.6%,-0.57,1353,0.078,-0.16,0.014,0.36,i,-2
CCN(CC)c1ccc(NC(=O)CSc2nc3ccccc3c(=O)[nH]2)cc1,2.4,1.5,21,-6%,i,38,0.1,1056,-8,677,-1.1%,-0.68,1236,1.6,-0.23,1.1,-1.2,i,4
Brc1ccc(Cn2c(-c3cncs3)nc3ccccc32)cc1,1.2,1.1,1.8,4%,i,47,/,/,-29,709,-1.6%,/,/,0.37,0.12,0.63,-1,i,2
CCc1cc2c3c(c1)C(C)CC(C)(C)N3C(=O)/C2=C1\SC(=O)NC1=O (stereo unspecified),/,/,/,-1%,i,6,-1.5,1318,2,732,/,0.91,925,0.024,-0.18,-0.26,0.066,/,/
COCCN1C(=O)C(O)=C(C(C)=O)C1c1ccc(F)cc1 (stereo unspecified),6.5,3.0,9.5,2%,i,41,-2.2,986,/,/,-1.2%,-0.02,1034,0.33,-0.13,0.55,-1.2,i,-1
CCOc1ccc(N2CC(C(=O)Nc3ccc(N4CCOCC4)cc3)CC2=O)cc1 (stereo unspecified),4.0,2.8,7.2,-2%,i,11,-1.9,551,-15,719,-2.9%,0.15,1184,-0.67,-0.15,-0.3,0.69,i,-1
Cc1cc(C(N)=O)nn1-c1c(Cl)cc(Cl)cc1Cl,/,/,/,-3%,i,20,-5.8,1150,-1,724,/,0.66,1389,0.018,-0.3,-0.28,0.54,/,/
O=C(CCc1ccccc1)NNC(=O)Nc1ccccc1,4.3,1.8,6.1,-4%,i,59,0.6,1510,2,744,-1.6%,0.18,1259,-0.7,-0.17,-0.22,0.9,i,15
O=C(Nc1cccc(S(=O)(=O)N2CCCCC2)c1)C1CC(=O)N(Cc2ccco2)C1 (stereo unspecified),2.1,2.5,7.5,3%,i,68,-3.3,1049,-6,675,-0.8%,0.06,1602,-0.31,-0.24,-0.29,1,i,-10
Cn1nnnc1SCC(=O)N1CCN(S(=O)(=O)c2ccc(Cl)cc2)CC1,3.9,1.7,3.7,-9%,i,62,9.5,794,-27,662,3.4%,-1.4,1498,-0.67,-0.26,-0.34,0.83,i,9
CCn1nc(C(=O)OCC(=O)N2CCc3ccccc32)c2ccccc2c1=O,3.8,1.3,7.8,-4%,i,11,0.8,970,-7,704,-3.7%,0.41,1850,-0.63,-0.21,-0.96,0.37,i,1
CN(C(=O)COc1cccc(Br)c1)C1CCS(=O)(=O)C1 (stereo unspecified),3.7,2.9,3.0,-6%,i,34,-0.9,1412,/,/,-1.6%,1.7,1238,-0.013,-0.23,0.47,-1.1,i,-2
C=CCn1c(=N)c(C(=O)NCCCOC)cc2c(=O)n3cccc(C)c3nc21,7.2,4.5,3.7,-8%,i,17,-4.0,1190,-9,795,-1.2%,-0.47,1214,0.29,-0.2,0.45,-0.84,i,-9

# Single entries from the list.
# Cn1nnnc1SCC(=O)N1CCN(S(=O)(=O)c2ccc(Cl)cc2)CC1 in T cell HTS vesicle-bound % is listed with 62
# CN(C(=O)COc1cccc(Br)c1)C1CCS(=O)(=O)C1 (stereo unspecified) in Dynein cargo inh nuclear GR-EGFP is listed with 0.47

# Random draw from the library, and some 3% of all compounds hit somewhere here.
